Compound activity (PubChem)
SIRT5 block: inhibitors of human sirtuin-5 desuccinylase | Q9NXA8 | Purified SirT5, succinyl-peptide AMC, trypsin-coupled fluorescence | inhibition, % at 15 µM | 330,000 tested, 1.1% active | AID 652115; in the data active = inhibition above about 15%
Target sequence (Q9NXA8 whole entry, looked up): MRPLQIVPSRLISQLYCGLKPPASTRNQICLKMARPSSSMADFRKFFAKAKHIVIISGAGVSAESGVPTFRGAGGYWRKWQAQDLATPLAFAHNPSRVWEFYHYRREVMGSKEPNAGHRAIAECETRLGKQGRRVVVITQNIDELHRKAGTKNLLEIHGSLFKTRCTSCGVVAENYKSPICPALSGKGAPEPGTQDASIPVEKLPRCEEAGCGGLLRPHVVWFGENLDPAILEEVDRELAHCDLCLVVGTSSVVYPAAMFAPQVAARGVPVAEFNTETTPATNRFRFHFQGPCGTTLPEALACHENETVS
LGR2 inh: inhibitors of bursicon-induced Drosophila LGR2 receptor cAMP signaling | HEK293 LGR2, CRE-luciferase, bursicon-stimulated, 4 h | inhibition, % at 9.99 µM | 380,000 tested, 0.35% active | AID 720647;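 active = drop in luminescence signal, shown as inhibition above about 50% in the replicate tests, limit read from the data, passing the limit was not always enough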;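 also: agonist challenge used bursicon conditioned medium at about half maximal strength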
PGC1a acetyl inh: lowers PGC1a acetylation signal in U2OS cells; 350,000 tested, 0.17% active; AlphaScreen anti-acetyl-lysine; with virally co-expressed GCN5 acetyltransferase; inhibition, % at 15.6 µM;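 active = every replicate shows inhibition of at least 40%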;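 also: 0% = neutral control wells and 100% = positive control wells; some results beyond the cut were filed as inactive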
Statin myotox sup: suppressors of simvastatin-induced myotoxicity in C2C12 myotubes; ATP luminescence, 48 h; scaled: DMSO 0, geranylgeraniol control 100; rescue of ATP level, % at 7.49 µM; 330,000 tested, 0.78% active;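 active = mean ATP rescue above about 67%, or every replicate alone reaching that limit, limit read from the data, passing the limit was not always enough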;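 also: myotubes were challenged with 10 µM simvastatin during compound exposure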
S100A4 inh HTS: S100A4-myosin IIA interaction inhibition; inhibition, % at 10.7 µM; AID 652163; 360,000 tested, 0.14% active; S100A4/TAMRA-MyoIIA peptide fluorescence polarization;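 active = mean inhibition of at least 70% across replicates, with every replicate also reaching that level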
Target sequence (P26447 whole entry, looked up): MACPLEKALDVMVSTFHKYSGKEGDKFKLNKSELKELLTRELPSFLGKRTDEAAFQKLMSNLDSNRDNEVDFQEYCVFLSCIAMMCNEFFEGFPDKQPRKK
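assay system = human S100A4 monomer with TAMRA-labelled myosin IIA peptide | also added = labelled myosin peptide probe, 5 nM | incubation = 5 min between mix addition and reading | control set = DMSO and TFP controls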
ERAP1 inh: blocks human ERAP1 aminopeptidase activity. Q9NZ08. recombinant ERAP1, Leu-AMC fluorescence, 60 min. inhibition, % at 10.7 µM. 340,000 tested, 0.15% active;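 active = mean replicate inhibition of at least 30%, or all replicates individually reaching that 30% level; inactive = mean below 30% and not every replicate reaching it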;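 also: 0% = neutral control wells and 100% = L-leucinethiol positive control wells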
Cneo AK release: Cryptococcus neoformans lysis via adenylate kinase release. 360,000 tested, 0.2% active. C. neoformans lysis, adenylate kinase release luminescence, 4 h; normalised: neutral wells 0, clomiphene wells 100. lysis activity, % at 15 µM;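 active = mean lysis activity across replicates of at least 80%, whatever share of replicates individually reach that level; inactive = mean lysis activity below 80%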
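Material: C. neoformans cells | Amount: Yeast cell density of 5 × 10^6 cells/mL | Medium: Fresh YPD growth medium | Dosing: Single dose | Times: Static 4 h at 37 °C with compound, 1 h detection | Detection: AK luminescence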
XiGFP reactiv: activators of X-chromosome reactivation in mouse fibroblasts; XiGFP mouse fibroblasts, % GFP-positive cells imaging, 3 d; cells co-treated with 5-aza-dC sensitizer; scaled so ellipticine positive control = 100%; activation, % at 7.58 µM; 360,000 tested, 0.055% active; AID 743238;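 active = mean normalized replicate activation at least 10% and every replicate at or above 10%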;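 also: 0% = median of on-plate neutral control wells and 100% = ellipticine 6 µM median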
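assay system = SV40-immortalized XiGFP fibroblast cells, line 68-5-11 | buffer or medium = DMEM plus 5-aza-dC sensitizer | doses = single-point pinned compound dosing | times = 3-day compound exposure, then 15 min fixation at room temperature | benchmarks = positive control ellipticine, 6 µM final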
An asterisk follows results filed as active; . = no result given; & = joins results of further samples.

[1] O=C(CSc1nnc(CNC(=O)c2cccc(C(F)(F)F)c2)o1)NC1CCCCC1
[2] CC(C)NC(=O)Nc1ccc2c(c1)C(=O)N([C@@H](C)CO)C[C@H](C)[C@H](CN(C)C(=O)Nc1ccc(F)cc1)O2
[3] N#CC(c1ccc(N)cc1)C(CC(=O)c1ccccc1)c1ccccc1 (configuration not stated)
[4] Cc1occc1C(=O)Nc1sccc1C(N)=O
[5] Cc1cccc(NC(=O)NCC2CC2)c1
[6] O=C(c1ccc(F)cc1)N1CC[C@H]2[C@H](CO)Nc3ccc(C#Cc4ccccc4F)cc3[C@H]21
assay / compound	1	2	3	4	5	6
SIRT5 block	-5	-5	0	-1	-6	8
ERAP1 inh	0	0	-4	-4	2	-3
PGC1a acetyl inh	.	5	2	4	7	-1
Cneo AK release	2	1	0	-4	0	.
LGR2 inh	11	7	-40	5	-1	3
XiGFP reactiv	-0.1	-0.2	0.1	0.2	0.3	0.2
Statin myotox sup	9	-18	3	.	2	.
S100A4 inh HTS	-14	-30	-2	-3	-4	10

[7] CN(C)CCCNC(=O)C[C@@H]1CC[C@H](NS(=O)(=O)c2ccc(F)cc2)[C@H](CO)O1
[8] Cc1ccccc1N(C(=O)CNC(=O)c1cccs1)C(C(=O)NC1CCCC1)c1ccncc1 (configuration not stated)
[9] COc1cc(C)c(Cl)cc1S(=O)(=O)n1cnc2ccccc21
[10] Cc1cc(N)n(-c2ccc(Cl)cc2)n1
[11] Cc1ccc(C)c(S(=O)(=O)N2CCCC2CNC(=O)C(=O)NCc2ccccn2)c1 (configuration not stated)
[12] O=C(CSc1nnc(NC(=O)c2ccco2)s1)Nc1ccc2c(c1)OCCO2
assay / compound	7	8	9	10	11	12
SIRT5 block	0	-1	-1	3	-1	-6
ERAP1 inh	4	1	2	0	0	-9
PGC1a acetyl inh	2	-4	-8	6	.	-3
Cneo AK release	63	0	2	.	.	4
LGR2 inh	-11	-23	.	-35	4	-10
XiGFP reactiv	0.1	0.1	.	0.0	0.1	0.2
Statin myotox sup	-3	-6	21	.	.	0
S100A4 inh HTS	3	4	0	-1	-3	17

[13] CN(Cc1cccs1)C(=O)CCc1c[nH]c2ccccc12
[14] CN(C)S(=O)(=O)c1cccc(NC(=O)CCCSc2ccccc2)c1
[15] O=C(C[C@@H]1CC[C@@H]2[C@H](COC[C@@H](O)CN2Cc2nccs2)O1)NCc1ccc(Oc2ccccc2)cc1
[16] COc1ccc(NC(=O)C2CCCN2S(=O)(=O)c2cccc3cccnc23)c(OC)c1 (configuration not stated)
[17] O=C(NCC[C@H]1CC[C@@H](NS(=O)(=O)c2ccccc2F)[C@H](CO)O1)c1ccc(F)cc1
[18] CCCCN(C(=O)CSc1nncn1-c1ccccc1OC)c1c(N)n(Cc2ccccc2)c(=O)[nH]c1=O
assay / compound	13	14	15	16	17	18
SIRT5 block	7	10	10	.	1	1
ERAP1 inh	.	-3	3	.	0	-1
PGC1a acetyl inh	-5	-3	1	-9	10	.
Cneo AK release	-1	1	0	3	1	-3
LGR2 inh	-26	4	6	-5	-4	.
XiGFP reactiv	0.4	.	0.5	-0.1	-0.3	0.0
Statin myotox sup	.	1	4	12	-1	13
S100A4 inh HTS	0	-1	-2	2	126*	-1

[19] C[C@H]1CN([C@@H](C)CO)C(=O)c2cc(-c3ccccc3)cnc2O[C@H]1CN(C)C(=O)NC1CCCC1
[20] N#C[C@H]1[C@@H](c2ccc(-c3ccccc3F)cc2)[C@H](CO)N1C(=O)C1CC1
[21] COc1cccc(NC(=O)N(C)C[C@H]2Oc3cc(C#Cc4ccncc4)ccc3S(=O)(=O)N([C@H](C)CO)C[C@H]2C)c1
[22] Cc1nn(Cc2ccccc2)c(C)c1C(=O)NCC(c1cccs1)N1CCOCC1 (configuration not stated)
[23] C[C@H]1CN([C@@H](C)CO)C(=O)c2cc(NS(=O)(=O)c3ccc(F)cc3)ccc2O[C@@H]1CN(C)S(=O)(=O)c1cccs1
[24] CC(=O)c1cccc(S(=O)(=O)NCC(C)(C)N2CCOCC2)c1
assay / compound	19	20	21	22	23	24
SIRT5 block	-8	-2	3&2&4	1	0	16*
ERAP1 inh	3	-1	9&2&0	-3	-3	-2
PGC1a acetyl inh	1	-10	-22&-4&4	.	-10	0
Cneo AK release	0	-1	1&44&50	.	9	-4
LGR2 inh	-1	3	-8&9	6	28	-2
XiGFP reactiv	-0.2	0.0	0.0&-0.1	0.3	0.2	0.0
Statin myotox sup	6	-52	7	23	81*	0
S100A4 inh HTS	-7	0	-11&-2&-5	-3	0	-1

[25] COc1ccc(Cl)cc1NC(=O)Cn1nnc(C(=O)NCc2ccc3c(c2)OCO3)c1N
[26] CNC(=O)CSc1nnc(-c2ccco2)n1-c1cccc(OC)c1
[27] CCOC(=O)c1cc2c(=O)n3ccccc3nc2n(Cc2ccco2)c1=NC(=O)c1cccc(OC)c1
[28] Cc1cc(CNC(=O)c2cc(COc3ccc(F)c(F)c3)on2)nn1C
[29] O=C(CN(C(=O)CCC(=O)Nc1nccs1)c1ccc(F)cc1)NCCc1ccccc1
[30] N#Cc1cccc(NC(=O)COC(=O)c2ccccc2Sc2ccccc2C#N)c1
assay / compound	25	26	27	28	29	30
SIRT5 block	13	-1	-1	0	-6	-2
ERAP1 inh	-4	-2	-10	-2	-3	8
PGC1a acetyl inh	-11	-3	-27	.	2	.
Cneo AK release	-4	0	2	2	-3	0
LGR2 inh	2	-11	-6	-57	14	-18
XiGFP reactiv	0.1	0.2	-0.2	0.1	0.0	0.0
Statin myotox sup	-8	9	-1	-2	16	.
S100A4 inh HTS	1	5	16	-1	0	2

[31] O=C(COC(=O)CCSc1ccccc1)NCc1ccc(F)cc1
[32] Cc1ccc(S(=O)(=O)N(C)C[C@H]2Oc3ccc(NC(=O)CCC(F)(F)F)cc3C(=O)N([C@H](C)CO)C[C@H]2C)cc1
[33] CC#CCN1C(=O)N[C@@H](c2ccccc2)C(C(=O)OC)=C1C
[34] CC(C)(C)[C@@H]1CCC(=O)N(CC[C@H](N=[N+]=[N-])c2ccccc2)CC1
[35] CO[C@H]1CN(C)C(=O)c2cc(NC(=O)c3ccc4c(c3)OCO4)ccc2OC[C@@H](C)N(CCC(F)(F)F)C[C@H]1C
[36] CCC(=O)Nc1ccc2c(c1)OC[C@H](C)N(CC1CCOCC1)C[C@H](C)[C@@H](OC)CN(C)C2=O
assay / compound	31	32	33	34	35	36
SIRT5 block	1	-3	0	-3	.	-2
ERAP1 inh	-5	.	-5	3	-2	4
PGC1a acetyl inh	6	7	-1	-7	-6	-7
Cneo AK release	0	-3	1	-5	-1	.
LGR2 inh	-5	-1	5	-17	11	5
XiGFP reactiv	-0.1	-0.7	0.1	0.1	0.5	-0.4
Statin myotox sup	-2	-3	-2	14	6	.
S100A4 inh HTS	-5	3	1	9	14	6

Single records, from the list above:
Listed for Cc1ccc(S(=O)(=O)N(C)C[C@H]2Oc3ccc(NC(=O)CCC(F)(F)F)cc3C(=O)N([C@H](C)CO)C[C@H]2C)cc1 → SIRT5 block: -3; ERAP1 inh: .; PGC1a acetyl inh: 7; Cneo AK release: -3; LGR2 inh: -1; XiGFP reactiv: -0.7; Statin myotox sup: -3; S100A4 inh HTS: 3
Listed for CC(C)(C)[C@@H]1CCC(=O)N(CC[C@H](N=[N+]=[N-])c2ccccc2)CC1 → SIRT5 block: -3; ERAP1 inh: 3; PGC1a acetyl inh: -7; Cneo AK release: -5; LGR2 inh: -17; XiGFP reactiv: 0.1; Statin myotox sup: 14; S100A4 inh HTS: 9
Listed for CCC(=O)Nc1ccc2c(c1)OC[C@H](C)N(CC1CCOCC1)C[C@H](C)[C@@H](OC)CN(C)C2=O → SIRT5 block: -2; ERAP1 inh: 4; PGC1a acetyl inh: -7; Cneo AK release: .; LGR2 inh: 5; XiGFP reactiv: -0.4; Statin myotox sup: .; S100A4 inh HTS: 6

Returning to the listing, repeating the two entries before the break.
[35] CO[C@H]1CN(C)C(=O)c2cc(NC(=O)c3ccc4c(c3)OCO4)ccc2OC[C@@H](C)N(CCC(F)(F)F)C[C@H]1C
[36] CCC(=O)Nc1ccc2c(c1)OC[C@H](C)N(CC1CCOCC1)C[C@H](C)[C@@H](OC)CN(C)C2=O
[37] CC(C)Sc1sc(C(=O)O)c(-c2ccc(Cl)cc2)c1C#N
[38] COc1ccccc1C(=O)NCCC(=O)N(C)CC(=O)Nc1c(Cl)cccc1Cl
[39] CC(=O)N1C(C)(C)CC(=NOC(=O)c2ccc(C)cc2)CC1(C)C
[40] CCOc1ccc(/C=N/NC(=O)c2ccncc2)cc1OC
[41] COc1cccc(-c2cnc3c(c2)C(=O)N([C@H](C)CO)C[C@H](C)[C@H](CN(C)Cc2cccc(C)c2)O3)c1
[42] CC1(C)CC(=O)C=C(NNC(=O)c2ccc(N)cc2)C1
assay / compound	35	36	37	38	39	40	41	42
SIRT5 block	.	-2	-2	-1	0	.	4	0
ERAP1 inh	-2	4	4	0	-2	9	-4	-3
PGC1a acetyl inh	-6	-7	.	3	.	3	-2	.
Cneo AK release	-1	.	.	-2	.	2	0	.
LGR2 inh	11	5	5	-14	-15	2	5	-1
XiGFP reactiv	0.5	-0.4	0.0	0.2	0.3	0.0	-0.6	0.0
Statin myotox sup	6	.	-3	11	.	1	117*	.
S100A4 inh HTS	14	6	4	-2	-31	1	-8	1

[43] COC(=O)c1c(C)[nH]c(C(=O)C(C)OC(=O)c2ccco2)c1C (configuration not stated)
[44] CCC(=O)NCCSc1c[nH]c2ccccc12
[45] O=[N+]([O-])c1ccc(Cc2ccncc2)cc1
[46] O=c1cc(N2CCN(c3ccccc3F)CC2)[nH]c(=O)n1-c1ccc(Br)cc1
[47] CCc1sc(C(=O)Nc2nccs2)cc1C
[48] CC(C)[C@H](NC(=O)c1cccc(CN(Cc2ccccc2)C(=O)/C=C/c2ccccc2)c1)C(=O)O
assay / compound	43	44	45	46	47	48
SIRT5 block	-4	.	-3	.	-4	-1
ERAP1 inh	2	.	1	-1	-3	.
PGC1a acetyl inh	4	8	.	5	.	2
Cneo AK release	3	0	.	0	-4	-6
LGR2 inh	-12	15	-5	10	-91	9
XiGFP reactiv	-0.1	.	0.0	0.1	0.1	0.2
Statin myotox sup	-17	58	.	-8	5	2
S100A4 inh HTS	-3	.	-5	-1	1	-8

[49] CCCCNC(=O)c1ccc(SCC(=O)N(CC)CC)c([N+](=O)[O-])c1
[50] CCCNC(=O)C[C@@H]1CC[C@@H]2[C@H](COC[C@@H](O)CN2C(=O)Nc2ccc3c(c2)OCO3)O1
[51] N#CCCN(C(=O)c1cc2c(s1)-c1ccccc1S(=O)(=O)C2)c1ccccc1
[52] CC(C)OCCCNC(=O)Cn1ccc2cc(S(=O)(=O)N3CCCCCC3)ccc21
[53] O=C(O)c1nn(CCSc2ccccc2F)c(=O)c2ccccc12
[54] CCc1cccc2c(C(=O)COC(=O)c3cccc(S(=O)(=O)N(C)C4CCCCC4)c3)c[nH]c12
[55] O=[N+]([O-])c1ccccc1S(=O)(=O)Nc1cccc(S(=O)(=O)N2CCCC2)c1
assay / compound	49	50	51	52	53	54	55
SIRT5 block	-7	0	6	-3	-4	-1	-1
ERAP1 inh	3	1	-1	-1	-2	2	1
PGC1a acetyl inh	4	-6	14	-2	3	.	9
Cneo AK release	-1	-2	.	2	-1	.	-2
LGR2 inh	13	0	10	1	2	.	-5
XiGFP reactiv	0.0	1.8	0.1	0.0	-0.1	0.4	0.0
Statin myotox sup	5	-16	-7	-2	.	.	1
S100A4 inh HTS	-3	2	-4	2	1	-6	-4

Not all compounds are listed, so the mix of outcomes need not match the whole.
